Screening data deposited in PubChem BioAssay by National Center for Advancing Translational Sciences (NCATS).
Nrf2 block: Nrf2 pathway inhibition. Potency, µM (highest dose often 46 µM), for inactives: at the highest dose activity change, negative = inhibition, hits mostly inhibitors. 2.1% of 360,000 active. A549 ARE-Fluc reporter, luciferase luminescence, 18-24 h. AID 504444; note: potency is the fitted concentration of half-maximal effect; % is set by controls: 0 for no effect and ±100 for the full control effect; nearly all actives have a fitted effect of over 60% in size
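In this cell-based qHTS, ARE-driven firefly luciferase in A549 cells reports Nrf2 activity; the luminescent signal after BugLite lysis is the measured value, with a prior CellTiter-Fluor read for cell health.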
EPAC2 agonist: activates human EPAC2 exchange factor | EPAC2 activation, biochemical qHTS; response scale: 100% = 6.5 mM cAMP response | AID 720711 | 0.079% of 360,000 active | Q8WZA2 | Potency, µM (top dose mostly 154 µM), without a hit: at the top dose activation, usual class: activators; note: potency is the fitted concentration of half-maximal effect; nearly all actives have a fitted effect of over 50% in size
Target sequence (Q8WZA2 whole entry, looked up): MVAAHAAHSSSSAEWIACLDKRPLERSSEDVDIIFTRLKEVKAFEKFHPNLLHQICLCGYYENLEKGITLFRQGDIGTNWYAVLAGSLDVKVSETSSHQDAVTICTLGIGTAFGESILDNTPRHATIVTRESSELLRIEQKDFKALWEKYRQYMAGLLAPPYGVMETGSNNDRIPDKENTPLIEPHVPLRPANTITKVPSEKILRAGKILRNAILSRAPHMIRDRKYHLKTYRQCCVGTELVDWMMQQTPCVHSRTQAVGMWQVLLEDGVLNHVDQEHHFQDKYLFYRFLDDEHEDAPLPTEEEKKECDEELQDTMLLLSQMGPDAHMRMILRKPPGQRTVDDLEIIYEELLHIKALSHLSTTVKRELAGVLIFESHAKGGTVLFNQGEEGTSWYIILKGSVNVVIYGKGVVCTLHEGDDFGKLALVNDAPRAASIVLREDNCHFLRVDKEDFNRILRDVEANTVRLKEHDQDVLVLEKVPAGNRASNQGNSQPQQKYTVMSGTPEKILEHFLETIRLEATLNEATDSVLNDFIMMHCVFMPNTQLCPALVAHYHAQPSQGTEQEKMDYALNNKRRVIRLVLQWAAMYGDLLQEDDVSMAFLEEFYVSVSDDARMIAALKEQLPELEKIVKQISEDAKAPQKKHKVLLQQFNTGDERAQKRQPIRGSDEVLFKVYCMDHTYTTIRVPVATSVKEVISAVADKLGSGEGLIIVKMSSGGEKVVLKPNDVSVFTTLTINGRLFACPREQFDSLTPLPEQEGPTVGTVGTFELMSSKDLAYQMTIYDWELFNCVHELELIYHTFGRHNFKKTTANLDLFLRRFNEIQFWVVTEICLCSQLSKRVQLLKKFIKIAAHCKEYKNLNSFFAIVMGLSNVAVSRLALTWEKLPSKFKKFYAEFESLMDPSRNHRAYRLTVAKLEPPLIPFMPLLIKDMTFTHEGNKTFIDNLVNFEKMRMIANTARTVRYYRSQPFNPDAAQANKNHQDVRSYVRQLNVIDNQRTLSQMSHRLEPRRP
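Nucleotide exchange monitored as fluorescence drop when BODIPY-GDP leaves Rap1B. Reaction: 100 nM EPAC2, 250 nM RAP1B-BODIPY-GDP, 50 uM GDP, room temperature, kinetic read over 30 min. Activity expressed relative to 6.5 mM cAMP.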
TGFb inhibitor: TGF-b pathway inhibition; HepG2 CAGA-GFP TGF-b/SMAD3 reporter, GFP fluorescence, 18 h; TGF-beta stimulated, 500 pg/mL final; Potency, µM (top dose mostly 46.1 µM), inactives show at the top dose activity, negative = inhibition, actives largely listed as inhibitors; 1.2% of 410,000 active; AID 588855; note: potency is the fitted concentration of half-maximal effect; % is set by controls: 0 for no effect and ±100 for the full control effect; nearly all actives have a fitted effect of over 65% in size
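Using HEPG2 CAGA-GFP reporter cells at 1000 cells/well, we pinned test compounds, stimulated with recombinant TGF-beta (500 pg/mL final) and measured total well GFP after 18 h.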
Mm-Cpn inhibitor: blocks the Methanococcus maripaludis chaperonin Mm-Cpn | purified Mm-Cpn ATPase, ADP Transcreener TR-FRET | 0.031% of 330,000 active | Potency, µM (top dose mostly 76.9 µM), without a hit: top-dose activity, negative = inhibition, most hits filed as inhibitors; note: potency is the fitted concentration of half-maximal effect; % is set by controls: 0 for no effect and ±100 for the full control effect; nearly all actives have a fitted effect of over 80% in size
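ATPase turnover read by TR-FRET ADP competition (Eu cryptate antibody/ADP-d2, 665/590 nm): 10uM ATP final, 25nM Mm-CPN final, 30 min 37degC after 10-min compound preincubation, pH 7.4 Tris/KCl/MgCl2/DTT buffer.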
pAkt inh: inhibitors of Akt phosphorylation. Neuro2A IGF-stimulated pAkt S473 HTRF, 20 min; stronger effect = lower value. activity change, % for hits at 50 µM. 0.32% of 360,000 active; in the data active = activity change below about -80%; inconclusive = mostly about -51% to -80%; note: % is set by controls: 0 for no effect and ±100 for the full control effect
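Neuro2A cells (4,500/well, DMEM with 0.5% FBS) were treated with compound at a single 50 µM final concentration, stimulated with 6 nM IGF for 20 min at 37 °C, and lysed. Phospho-Akt Ser473 was read by HTRF as 665/615 ratio ×10^4.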
Nrf2 ARE act: Nrf2 pathway activation. AREc32 ARE-luciferase reporter (MCF7-derived line), luminescence, 24 h. Potency, µM (top dose mostly 46.1 µM), for the others: top-dose activation, usual class: activators. 0.31% of 410,000 active. AID 624171; note: potency is the fitted concentration of half-maximal effect; % of control where 0% means no effect; nearly all actives have a fitted effect of over 65% in size
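AREc32 cells carrying an ARE-driven firefly luciferase reporter were seeded at 1000 cells/well in OPTI-MEM with 5% FBS, then exposed to compound for 24 hr at 37 deg C. Luminescence was read with Steady-Glo after 30 min at RT.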
CCT modulator: changes cytosolic chaperonin activity; purified chaperonin ATPase assay, HTRF ADP detection, 30 min; activity change, % (test concentration not listed), hits read low; 0.3% of 360,000 active; AID 651819; in the data active = activity change below about -30%; note: % is set by controls: 0 for no effect and ±100 for the full control effect
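Enzyme 40 or 20 nM (batch-dependent) in Tris pH 7.4/KCl/MgCl2/DTT; cpd 76 uM single point; ATP 10 uM; 30 min 37 °C; Transcreener ADP HTRF detection, 30 min RT; ratio 665/615.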
EPAC2 antag: EPAC2 (human) antagonism | Potency, µM (highest dose often 114 µM), for the others: at the top dose activity, negative = inhibition, hits mostly inhibitors | EPAC2 GEF exchange of Rap1B-BODIPY-GDP, fluorescence | 0.18% of 360,000 active; note: potency is the fitted concentration of half-maximal effect; % is set by controls: 0 for no effect and ±100 for the full control effect; nearly all actives have a fitted effect of over 45% in size; many of its hits are not listed in these tables
A549 viability: A549 cytotoxicity, counter-screen for Nrf2 inhibitors | A549 ARE-Fluc cells, CellTiter-Fluor viability, 18-24 h | AID 504648 | 0.16% of 390,000 active | Potency, µM (series often up to 46 µM), for the others: at the top dose activity change, negative = cytotoxicity, hits mostly inhibitors; note: potency is the fitted concentration of half-maximal effect; % is set by controls: 0 for no effect and ±100 for the full control effect
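Cytotoxicity counterscreen: CellTiter-Fluor fluorescence was measured in A549 ARE_Fluc cells after 18-24 h of compound exposure in a concentration series. The subsequent BugLite luminescent read reports ARE-luciferase activity.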
Numbers without * were called inactive; i = inactive; u = inconclusive; x = no result given; & = joins results of further samples. Unless noted, calls come from the whole dose curve; as a rule, active = well fitted curve in the direction sought with a large enough effect; inconclusive = small, poorly fitted or top-dose-only effect, or another doubt; inactive = no such curve, though single readings can be large; an effect the other way counts as inactive or inconclusive. These rows are one share of the data; count on the stated rates, not on these rows.

SMILES	Nrf2 block	EPAC2 agonist	TGFb inhibitor	Mm-Cpn inhibitor	pAkt inh	Nrf2 ARE act	CCT modulator	EPAC2 antag	A549 viability
CC1C(c2ccccc2)N(C)CCC12NC(=O)NC2=O (stereo not drawn)	x	7%	-19%	-3%	x	-0.1%	-2.3	0%	7%
CCN1CCN(Cc2c(OC)ccc3ccccc23)CC1	9%	3%	-3%	1%	i	-0.2%	-1.7	11%	-8%
O=C(CC1C(=O)NCCN1Cc1ccccc1)NC1CCCCC1 (stereo not drawn)	x	1%	-3%	x	i	-0.8%	-2.0	3%	x
O=c1c2c(nc3cc(-c4ccccc4Cl)[nH]n13)CCS2	u	11%	-5%	-3%	i	0.2%	-2.7	-4%	1%
CC(=O)/C(N)=N/Nc1cccc(Cl)c1	-3%	-1%	u	-5%	i	-0.5%	1.3	13%	-3%
CC1(CCc2ccccc2)NC(=O)N(CC(=O)Nc2ccc3c(c2)OCCO3)C1=O (stereo not drawn)	-10%	13%	-12%	-13%	i	-0.4%	-2.7	5%	-1%
COc1ccc(OC)c(NC(=O)Nc2nc(C(N)c3ccccc3Cl)cs2)c1 (stereo not drawn)	x	13%	-21%	x	i	8.9%	1.0	-16%	x
COc1ccc(-n2nc(C(=O)NCC(=O)NCCCN3CCN(C)CC3)c3ccccc3c2=O)cc1	4%	-2%	5%	0%	i	-0.6%	0.5	-2%	-4%
CCCOc1ccc(-c2c(C(=O)N/N=C/c3ccccc3)nnn2-c2nonc2N)cc1	-11%	-6%	-9%	0%	i	3.5%	2.8	-11%	0%
CN(Cc1ccc(OC(F)F)cc1)C(=O)c1cccc(S(=O)(=O)N2CCN(c3ccccc3)CC2)c1	4.6µM*	11%	-32%	x	i	-0.1%	2.2	-2%	-17%
C/C(=N\NC(=O)c1ccc(Cl)cc1)c1ccc2[nH]ccc2c1	15%	-4%	24%	1%	i	8.3%	-0.8	-5%	-4%
COCCn1nnnc1C(C(C)C)N1CCCC(C)C1 (stereo not drawn)	11%	-3%	-1%	-6%	i	-1.0%	0.8	-1%	-2%
CCCCn1c(C23CC4CC(CC(C4)C2)C3)n[nH]c1=S	2%	16%	0%	1%	i	0.5%	3.3	-9%	5%
Brc1ccccc1-c1nnc(COc2ncnc3ccccc23)o1	-9%	1%	0%	0%	i	3.1%	2.3	-7%	-3%
CCNc1oc(COc2ccccc2F)nc1C#N	u	2%	-3%	-1%	i	7.9%	-2.3	11%	-7%
COc1cc(SC)ccc1C(=O)Nc1ccc(C)cc1	u	16%	-6%	-2%	i	8.1%	0.7	-6%	1%
CSCC[C@H](NC(=O)[C@@H]1Cc2ccccc2CN1)C(=O)NC1CCCC1	3%	3%	5%	0%	i	-0.8%	-0.9	4%	-1%
Cc1nn(C)c(Cl)c1S(=O)(=O)N[C@@H](c1ccccc1)[C@]1(C)C[C@H]1[C@@H](C)C(=O)Nc1ccc2ccccc2c1	u	8%	-27%	-1%	i	2.4%	-70*	2%	-9%
Cc1ccc2nc(-c3ccc(C)c(NC(=O)Cc4ccccc4)c3)oc2c1	u	x	3%	x	x	3.3%	x	x	1%
CC(CC1C(C#N)=C(N)SC(N)=C1C#N)c1ccccc1 (stereo not drawn)	17%	-4%	u	-9%	i	7.2%	-1.5	3%	-2%
O=C(CCc1ccccc1)NNC(=O)c1cccc(F)c1	11%	1%	6%	0%	i	0.0%	0.0	-6%	2%
c1ccc(C2=NCCCO2)cc1	x	3%	-18%	x	i	0.0%	-0.9	2%	x
O=C(Cc1ccccc1F)Nc1ccc(S(=O)(=O)N2CCCCC2)cc1	-23%	7%	-2%	0%	i	0.0%	-0.1	0%	6%
O=C(COc1ccccc1)NC1=NCCS1	u	1%	11%	2%	i	-0.3%	0.2	12%	-1%
CC(=O)N1c2ccc(S(=O)(=O)N3CCC(C(=O)NCc4ccc(C)cc4)CC3)cc2CC1C (stereo not drawn)	u	4%	u	1%	i	-0.6%	2.0	8%	4%
O=C(NCCc1ccc(Cl)cc1)C1(c2ccccc2)CC1	-17%	12%	3%	0%	i	-0.2%	-0.3	-30%	13%
O=C(NC1CCCN(Cc2ccccc2F)C1)c1cccc(N2CCCC2=O)c1 (stereo not drawn)	-28%	8%	-9%	1%	i	-0.7%	-0.7	1%	5%
O=C(NCc1ccccc1Cl)c1cc(-c2ccccc2)n[nH]1	u	x	-9%	x	x	6.9%	x	x	-2%
O=C1CC(c2ccc(F)cc2F)c2cc3c(cc2N1)OCO3 (stereo not drawn)	-21%	x	-29%	x	x	-0.2%	x	x	0%
O=c1oc2ccccc2c(Nc2ccc3ncccc3c2)c1[N+](=O)[O-]	-8%	28%	-14%	0%	i	6.3%	-0.2	-25%	-3%
CCN(CC)c1ncc(C#N)c(N)n1	4%	15%	2%	-4%	i	0.1%	1.6	-6%	-2%
Cc1ccc(Cl)c(Cn2cnc3c(cnn3C(C)(C)C)c2=O)c1F	0%&-6%	4%	u	0%	x	6.9%	x	-20%	1%&-3%
CS(=O)(=O)c1ccc(Cl)c(NC(=O)COC(=O)CCN2C(=O)C3CC=CCC3C2=O)c1 (stereo not drawn)	11%	-2%	17%	x	i	-0.7%	1.6	0%	0%
Cc1cc2ccccc2n1CCNC(=O)C(C)Oc1ccccc1 (stereo not drawn)	-14%	8%	0%	-13%	i	0.5%	0.6	-6%	12%
CCC(C)[C@H](NC(=O)C1CCN(C(=O)[C@H](Cc2ccccc2)NS(=O)(=O)c2ccc(C)cc2)CC1)C(=O)O (stereo partly drawn)	0%	7%	-20%	2%	i	0.1%	-0.5	-1%	-3%
COc1cc(/C=N/n2cc(-c3ccccc3)[nH]c2=S)cc(OC)c1O	6%	-4%	16µM*	-3%	i	14%	0.2	0%	6%
CCCCOCCCNC(=O)c1ccccc1OCC	-14%	11%	9%	0%	i	-0.4%	-1.1	9%	-5%
Cc1ccc(NC(=O)Nc2cnccn2)cc1Cl	2%	-4%	-2%	0%	i	5.4%	0.7	-10%	3%
Cc1cc(=O)oc2ccc(OC(=O)CN3C(=O)c4cccc([N+](=O)[O-])c4C3=O)cc12	12%	u	-27%	-3%	i	6.8%	-1.5	-1%	-2%
Cc1nc(NC(=O)CN(C)S(=O)(=O)c2ccc(Br)cc2)sc1C	-1%	13%	22%	0%	i	2.7%	-1.6	-23%	-1%
COC(=O)c1ccc(NC(=O)CSc2ccc(-c3sc(-c4ccccc4)nc3C)nn2)cc1	1%	x	-1%	x	x	5.2%	x	x	1%
CCOc1cc(/C=C2/NC(=O)NC2=O)cc([N+](=O)[O-])c1O	-2%	3%	u	-7%	i	2.4%	-1.4	-13%	u
CCN(CC)c1ccc(C(=O)Nn2c(C)nc3ccccc3c2=O)cc1	-26%	7%	16%	-3%	i	0.5%	0.5	-9%	-9%
CSc1ccccc1NC(=O)c1ccccc1N(Cc1ccccc1)S(C)(=O)=O	x	5%	-13%	0%	x	-0.4%	-2.2	-5%	-4%
Cn1ncc(Cl)c1C(=O)Nc1sc2c(c1C(N)=O)CCC2	u	6%	7%	-20%	i	0.2%	0.4	31%	1%

2 entries from above, reformatted.
CCCCOCCCNC(=O)c1ccccc1OCC
  Nrf2 block = -14%	EPAC2 agonist = 11%	TGFb inhibitor = 9%	Mm-Cpn inhibitor = 0%	pAkt inh = i	Nrf2 ARE act = -0.4%	CCT modulator = -1.1	EPAC2 antag = 9%	A549 viability = -5%
Cc1ccc(NC(=O)Nc2cnccn2)cc1Cl
  Nrf2 block = 2%	EPAC2 agonist = -4%	TGFb inhibitor = -2%	Mm-Cpn inhibitor = 0%	pAkt inh = i	Nrf2 ARE act = 5.4%	CCT modulator = 0.7	EPAC2 antag = -10%	A549 viability = 3%

Next part
SMILES	Nrf2 block	EPAC2 agonist	TGFb inhibitor	Mm-Cpn inhibitor	pAkt inh	Nrf2 ARE act	CCT modulator	EPAC2 antag	A549 viability
CC1CC(C)(C)N(C(=O)NC2CCCCC2)c2ccccc21 (stereo not drawn)	5%	-15%	-13%	0%	i	2.4%	-0.7	-8%	10%
O=C(CSc1ncccn1)NC1CCCC1	x	0%	16%	x	i	-0.3%	1.4	-1%	x
CC1(C(=O)NC2CCCCC2)CCC(=O)N1C1CCN(Cc2ccccc2)CC1 (stereo not drawn)	x	2%	-4%	x	i	-0.6%	-4.7	-3%	x
CCOC(=O)[C@]12CCC=C1N(Cc1cccc3ccccc13)C(=O)[C@H](CC(=O)N1CCN(C(=O)c3ccco3)CC1)C2	x	17%	x	x	i	5.2%	0.0	-12%	x
Cc1nc2ccc(C(=O)Nc3ccc(N(C)C)cc3)cc2s1	u	1%	2%	x	i	-0.2%	-3.7	-1%	0%
Cc1ccc(SCC(=O)NNC(=O)CCS(=O)(=O)c2ccc(C)cc2)cc1	-15%	-4%	-8%	0%	i	2.5%	0.0	-18%	7%
Cc1cc(C)nc(NS(=O)(=O)c2cccs2)c1	-6%	0%	0%	-1%	i	-0.3%	-0.2	5%	-2%
Cc1cc(C)c2[nH]c(=O)c(C(c3nnnn3CC3CCCO3)N3CCC(C)CC3)cc2c1 (stereo not drawn)	4%	7%	-6%	0%	i	-0.1%	-2.5	-3%	-5%
COC(=O)CCC(=O)Nc1ccc(S(=O)(=O)N2CCCCCC2)cc1	1%	1%	-5%	1%	x	0.4%	-1.4	2%	-4%
CCC(OC(=O)c1nsc(Cl)c1Cl)C(=O)NC(C)(C)CC (stereo not drawn)	u	7%	4%	1%	i	-0.2%	1.6	-2%	1%
Cc1ccccc1C(=O)c1cccn1CC(=O)NCc1ccccc1Cl	u	-4%	-15%	-3%	i	-0.3%	-0.4	-6%	1%
